Large T inhibition: TAg ATPase/helicase activity blockers – biochemical (AID 1903). SV40 large T antigen ATPase/helicase inhibition assay; higher % means a stronger effect. one-dose inhibition, % at 20 µM; IC50 in µM for titrated hits. actives 0.39% (n = 310,000); in the data active = a potency from the dose series; inconclusive = inhibition mostly from about 32% at the one dose, without a potency; inactive = the rest, 99 in 100 with inhibition below about 32%; note: strong numbers were not always called active
PMI inhibitors: inhibitors of human PMI, primary screen, biochemical, fluorescence intensity, coupled assay (AID 1209) | purified PMI enzyme, coupled fluorescence intensity; higher % means a stronger effect | inhibition, % at 20 µM; hits with a dose series show IC50 in µM | actives 0.42% (n = 190,000);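 note: plate controls were DMSO vehicle for no effect and wells lacking substrate for full effect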
CSM14.1 death rescue: rescue of cells from ER stress-induced death, primary screen, 384-well, CSM14.1, thapsigargin, ATP luminescence (AID 1222); CSM14.1 thapsigargin-induced death rescue, ATP luminescence; higher % means a stronger effect; cellular ATP content (survival), % at 20 µM, or EC50 in µM where a hit was titrated; 190,000 tested, under 10 active;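 active = EC50 below 50 µM in the dose-response confirmation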;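 note: death triggered by thapsigargin at about 15 µM added after 2 h compound pretreatment; cell ATP read after overnight thapsigargin exposure of roughly 18 to 22 hours; normalized against plate controls of thapsigargin alone and 5% DMSO vehicle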
PMI inhibition: MPI inhibition at elevated mannose 6-phosphate – biochemical, fluorescence intensity, high mannose 6-phosphate, primary screen (AID 1220); actives 0.66% (n = 190,000); one-dose inhibition, % at 20 µM; IC50 in µM for titrated hits; recombinant PMI enzyme, coupled fluorescence intensity; higher % means a stronger effect
RSV CPE inhibition: inhibition of RSV-induced cytopathic effect – HEp-2 cells, primary 10 µM value included (AID 2391); HEp-2 cells, RSV-induced CPE inhibition; higher % means a stronger effect; CPE inhibition, % at 10 µM; hits with a dose series show IC50 in µM; actives 0.13% (n = 310,000); in the data active = a potency from the dose series; inconclusive = CPE inhibition mostly from about 23% at the one dose, without a potency; inactive = the rest, 99 in 100 with CPE inhibition below about 21%; note: strong numbers were not always called active
PhoP inhibition: PhoP-dependent GFP reporter repression – Salmonella Typhimurium, primary screen (AID 1863). S. Typhimurium PhoP-regulated promoter GFP reporter, 4 h; higher % means a stronger effect. inhibition, % at 50 µM; hits with a dose series show IC50 in µM. actives 0.16% (n = 300,000);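 active = inhibition over 29.93%, a cutoff 3 SD above the screen mean, later confirmed by dose response; inconclusive = inhibition over 29.93% but no dose response follow-up; inactive = inhibition at most 29.93% or unconfirmed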;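 note: 0% = low Mg2+ inducing control and 100% = high Mg2+ repressing control; strong numbers were not always called active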
TNAP activators: stimulation of alkaline phosphatase TNAP activity – biochemical, luminescent, no phosphate acceptor, uHTS, primary screen (AID 1001); one-dose activation fold at 20 µM; EC50 in µM for titrated hits; actives 0.03% (n = 200,000); purified TNAP, luminescent activation assay, no phosphate acceptor; higher activation fold means a stronger effect; in the data active = activation fold from about 3, or a potency from the dose series; inactive = the rest, 99 in 100 with activation fold below about 1.6; note: many of its hits are not listed in these tables
Insulin prom up: MIN6 insulin promoter up-regulation; actives 0.3% (n = 190,000); MIN6 insulin promoter-GFP reporter, high-content imaging; stronger effect = higher value; z-score at 5 µM;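 active = z-score above 3 at 5 µM with at least 500 cells counted in the well; inconclusive = wells under 500 cells, flagged as cytotoxic or low count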
West Nile virus CPE: West Nile virus antiviral activity, cell-based, CPE readout (AID 1621). West Nile virus-infected cells, CPE inhibition; higher % means a stronger effect. one-dose CPE inhibition, % at 10 µM; IC50 in µM for titrated hits. actives 0.02% (n = 290,000); in the data active = a potency from the dose series; inconclusive = CPE inhibition mostly from about 3.7% at the one dose, without a potency; inactive = the rest, 99 in 100 with CPE inhibition below about 2.2%; note: strong numbers were not always called active
Insulin prom up cell count: recorded beside Insulin prom up, whose call it bears; cell count; measured here: cytotoxicity, nuclei count;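 total cells summed across four imaged fields per well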
Numbers without * were called inactive; ? = inconclusive; / = no result given. Cut-off read from the data, not from the text of the source, unless noted: active = inhibition above about 50%; inactive = the rest.

SMILES | Large T inhibition | PMI inhibitors | CSM14.1 death rescue | PMI inhibition | RSV CPE inhibition | PhoP inhibition | TNAP activators | Insulin prom up | Insulin prom up cell count | West Nile virus CPE
CC1=CCC(C(=O)O)C(C(=O)Nc2ccc(-c3nc4ccc(C)cc4s3)cc2)C1 (centres undefined) | 11.5% | / | / | / | 9.2% | -0.4% | / | 0.18 | 1051 | -0.3%
Cc1cc(C)cc(C(=O)NCCC(=O)NCc2cc(=O)n(C)c(=O)n2C)c1 | 11.6% | / | / | / | 0.3% | -5.7% | / | / | / | -0.7%
CCC(C)c1ccc(NC(=O)NCCN2CCCCC2)cc1 (centres undefined) | -4.8% | / | / | / | -1.2% | 1.4% | / | / | / | -0.4%
Cc1cccc(N2CCN(C(=O)c3ccc4c(c3)NC(=O)C(CSCc3cccc(F)c3)N4)CC2)c1C (centres undefined) | 24.9% | / | / | / | 2.9% | -1.2% | / | / | / | 0.1%
CC(C)C(=O)N(c1ccc2oc(=O)sc2c1)S(=O)(=O)c1ccccc1 | 25.6% | 12.1% | 3.9% | 6.6% | -1.0% | 5.4% | 1 | / | / | -1.0%
N#C/C(=C1/CCCN1)c1ccccn1 | 2.4% | -4.6% | 2.2% | -4.1% | / | 18.6% | 1.1 | -0.17 | 941 | 0.0%
COc1ccc(C2NN=C(c3ccc(C)cc3)S2)cc1OC (centres undefined) | 10.2% | -84.2% | -1.2% | -186.6% | 0.6% | -5.7% | 1.1 | -0.74 | 1339 | 0.1%
Cc1ccc(S(=O)(=O)CC(=O)Nc2nnc(C(C)C)s2)cc1 | -0.2% | / | / | / | 1.2% | 0.2% | / | / | / | 0.0%
Cc1ccc(S(=O)(=O)N(CC(=O)NN=C2CCN(C)CC2)c2ccc(F)cc2)cc1 | 6.8% | -0.8% | -1.8% | 9.8% | 3.3% | 7.8% | 1.1 | / | / | -0.4%
CCN1C(=O)N(C)C(N(O)C(=O)NC)C1(C)C (centres undefined) | 6.9% | -3.6% | 1.8% | -0.4% | 0.9% | 1.6% | 1.1 | -0.57 | 1356 | 0.0%
CC(=O)c1c(C)n(-c2ccccc2Br)c2ccc(O)cc12 | 6.6% | / | / | / | 7.8% | 11.2% | / | / | / | -0.5%
Clc1ccc(C2=Nc3cc(Cl)ccc3OC2)cc1 | 10.7% | 5.0% | 1.5% | -0.6% | -1.1% | 4.0% | 1.1 | -1.52 | 1456 | -0.1%
O=C(COc1ccccc1)Nc1c(Cl)ccc2nsnc12 | 8.5% | / | / | / | 4.5% | -5.0% | / | / | / | -0.8%
Cc1ccccc1-c1nc2cc(NC(=O)C3CC3)ccc2o1 | 14.8% | / | / | / | ? | -7.2% | / | / | / | -0.9%
C=C(C)CN(CC)C(=O)CC1C(=O)NCCN1C (centres undefined) | 0.8% | 1.5% | 0.3% | -2.8% | 2.5% | 0.8% | 1.1 | / | / | 0.5%
CN(C)c1ccc(CNC(=O)C2CCN(S(=O)(=O)c3ccc4c(c3)oc(=O)n4C)CC2)cc1 | 13.7% | / | / | / | 0.6% | -12.9% | / | / | / | 0.2%
CCc1ccc(NC(=O)C2CCN(S(C)(=O)=O)CC2)cc1 | 21.8% | 12.1% | -1.5% | 7.6% | 0.8% | 6.2% | 1.1 | -0.36 | 1920 | 0.8%
CN(C)S(=O)(=O)Oc1ccsc1C(=O)Nc1ccc(Br)cc1 | 5.9% | 8.7% | / | 2.7% | 2.3% | 5.2% | 1.1 | 0.23 | 1068 | -1.6%
O=C(Nc1c(C(=O)N2CCCCC2)cnn1-c1ccccc1)c1ccccc1F | 14.2% | / | / | / | 1.1% | -2.4% | / | / | / | -0.1%
COc1cc(-c2nnc(Sc3ccc(C(F)(F)F)cc3[N+](=O)[O-])o2)cc(OC)c1OC | 0.6% | 10.0% | 1.7% | -1.8% | / | 0.7% | 1 | -0.53 | 941 | 2.8%
Cc1cc(C(=O)O)ccc1N/C=C1\CCCC(C)C1=O (centres undefined) | 12.1% | 12.7% | -0.7% | -2.8% | 0.7% | 18.0% | 1.1 | -0.21 | 1036 | 0.1%
O=C(C1CCCN(S(=O)(=O)c2cccs2)C1)N1CCN(C2CCCCC2)CC1 (centres undefined) | -3.9% | 12.9% | -0.7% | 8.7% | -0.4% | 11.4% | 1.1 | 0.61 | 1064 | -0.1%
CCCCCc1c(O)nc(SCCN2CCOCC2)[nH]c1=O | 5.0% | / | -1.0% | / | -1.7% | -10.1% | 1.1 | / | / | 0.0%
COc1ccc(/C=N/NC(=O)c2sc(C)nc2C)cc1 | 6.5% | 9.7% | -0.6% | 7.1% | 0.9% | -3.8% | 1 | -0.07 | 1251 | -0.2%
COc1ccc(NS(=O)(=O)c2cccc(C(=O)NNC(=O)CNC(=O)c3ccco3)c2)cc1 | 5.2% | / | / | / | 1.2% | -1.7% | / | / | / | -0.3%
O=C(Nc1ccc(C(=O)NC2CCCCC2)cc1)c1cncc(Br)c1 | 19.6% | -5.4% | 0.1% | -2.7% | 1.3% | 6.9% | 1.1 | -0.48 | 1530 | -0.1%
C=C(C)c1cccc(C(C)(C)NC(=O)NCCCn2ccnc2)c1 | -1.2% | 5.1% | -1.1% | 0.9% | 3.5% | 2.9% | 1.3 | -0.74 | 1151 | -0.6%
CSc1ccc(CNCC2CCCO2)cc1 (centres undefined) | 21.9% | / | / | / | -0.9% | -8.1% | / | / | / | 0.0%
O=C(CSc1cccc(C(F)(F)F)c1)NC(=O)c1ccccc1 | 10.8% | 2.7% | -1.9% | -3.3% | 1.1% | 0.8% | 1.1 | -0.18 | 1150 | 0.1%
CCOc1cc2[nH]c(=O)n(CCCCCC(=O)NCc3ccco3)c(=O)c2cc1OCC | 19.3% | 5.1% | 5.8% | 3.1% | -0.6% | -8.9% | 1.1 | / | / | 0.6%
COc1ccccc1C(=O)C1CCCN(Cc2cccc3nccnc23)C1 (centres undefined) | / | -1.5% | -0.5% | -1.4% | -1.2% | / | 1.1 | -0.05 | 1462 | -0.2%
C/C(=N\NC(=O)c1cc(-c2cccnc2)nc2ccccc12)c1ccc(O)cc1O | 16.7% | 5.8% | -2.8% | 1.1% | 5.5% | 23.7% | 1 | -1.38 | 996 | -0.6%
CC(=O)Nc1cc(OC(=O)c2ccco2)cc(OC(=O)c2ccco2)c1 | 7.1% | 12.9% | -2.1% | 11.6% | 1.4% | -7.6% | 1.1 | 0.42 | 1283 | 0.1%
CCCc1cc(=O)n2[nH]c(-c3ccccc3)cc2n1 | 6.5% | 4.3% | -0.3% | -2.9% | 1.2% | -2.6% | 1.1 | 0.6 | 1101 | -0.1%
O=C(COc1ccc2c(c1)CCC2)NCc1ccccc1 | 4.5% | -1.1% | -1.6% | 12.4% | 0.9% | 0.4% | 1 | -0.23 | 1335 | -0.3%
COc1cc(CCCN2C(=O)C(=O)NC[C@@H]2Cc2ccc(O)cc2)cc(OC)c1OC | 9.7% | / | / | / | -0.1% | 1.8% | / | 0.13 | 779 | 0.0%
Cc1ccc2c(c1)C(=NC1CCCCC1)c1cc3ccccc3nc1-2 | 4.0% | 2.9% | -5.1% | 16.0% | 3.2% | -15.8% | 1.3 | 0.11 | 1292 | -0.3%
O=C(CCSc1nc2cc(Cl)ccc2o1)N1CCOCC1 | 14.4% | 6.5% | -0.8% | 7.0% | 0.2% | 5.2% | 1.2 | -0.23 | 1908 | -1.1%
NC(=O)C1CCCN(C(=O)Nc2cccc3ccccc23)C1 (centres undefined) | 2.2% | 19.0% | -2.4% | 14.6% | 0.6% | -4.3% | 1.1 | -0.54 | 1283 | 0.4%
CC1(C)C(=O)NCCN1C(=O)CC1C(=O)NCCN1CC(c1ccccc1)c1ccccc1 (centres undefined) | 2.7% | 16.2% | 0.3% | 38.0% | 0.2% | -5.8% | 1.1 | -0.24 | 1426 | -0.1%
N#CC1=C(N)OC2=C(C(=O)CCC2)[C@]12C(=O)N(CC(N)=O)c1ccccc12 | 14.6% | -0.7% | 1.3% | 7.2% | 2.7% | -4.7% | 1.1 | 0.39 | 1267 | 0.2%
O=c1cc(/C=C/c2ccccc2)oc2c1ccc1ccccc12 | 2.8% | 9.4% | -2.8% | 4.1% | 3.1% | 14.4% | 1.1 | / | / | -1.6%
O=C(Cc1cccc2ccccc12)NCCc1ccccc1 | 3.2% | / | / | / | 4.4% | 4.0% | / | / | / | -0.3%
Clc1c(-c2ccccc2)nc2ccccn12 | -2.1% | / | / | / | ? | 1.6% | / | / | / | -1.3%
CCOC(=O)c1sc2nccc(N(C)C)c2c1N=CNOC | 11.5% | -9.0% | -0.5% | -6.8% | -0.2% | 10.7% | 1 | -0.83 | 838 | 0.0%
Cc1nc2nc(-c3ccccc3)cn2nc1C | 2.9% | -32.1% | -3.7% | -46.5% | -0.3% | 5.7% | 1.2 | -0.53 | 1892 | 0.0%
CCC(C)Nc1nc(-c2ccccn2)nc2ccccc12 (centres undefined) | 13.2% | / | / | / | 15.0% | -5.2% | / | / | / | ?
CSc1scc2c1-c1nc(SCC(=O)C(C)(C)C)ncc1CC2 | 4.6% | / | / | / | 46.1% | -4.0% | / | 0.92 | 1437 | -0.8%
OC1CCCN(C(=S)Nc2ccc(SC(F)F)cc2)C1 (centres undefined) | -1.6% | 11.5% | -2.8% | 5.6% | -0.1% | 12.9% | 1 | / | / | -0.8%
O=C1CC(NCc2ccccc2F)C(=O)N1c1ccccc1 (centres undefined) | 14.3% | -9.4% | 1.1% | -4.8% | 0.4% | 8.0% | 1.1 | 0.52 | 1265 | 0.9%
COc1ccc(CCn2c3c(c(=O)[nH]c2=O)C(NC(=O)c2cccs2)(C(F)(F)F)C(=O)N3)cc1OC (centres undefined) | 19.9% | -7.2% | -0.8% | -4.9% | 0.2% | -5.8% | 1 | -0.07 | 1531 | 0.3%
COc1cccc(NC(=O)CSc2nnc(-c3ccoc3C)n2CC2CCCO2)c1 (centres undefined) | 13.9% | -8.0% | 0.3% | -1.4% | 0.2% | -7.2% | 1 | -1.14 | 1544 | -0.3%
CCCCn1c(N)c(N(Cc2ccccc2OC)C(=O)c2c(CC)noc2C)c(=O)[nH]c1=O | 7.1% | / | / | / | 0.2% | -4.6% | / | / | / | -0.1%
COc1cccc(-c2nnc(NC(=O)C(C)C)o2)c1 | 2.9% | 6.8% | -1.1% | 6.1% | 2.4% | 1.5% | 1 | -0.36 | 1850 | 0.1%
COCCNC(=O)c1ccc2c(=O)n(Cc3ccco3)c(SCC(=O)Nc3ccc(OC)cc3OC)nc2c1 | 28.4% | / | / | / | 3.5% | -7.0% | / | / | / | 0.1%
Cn1c(=O)c(=O)n(C)c2cc(S(=O)(=O)CCC(=O)N3CCOCC3)ccc21 | 4.6% | 4.4% | / | -0.8% | 1.2% | 1.4% | 1.1 | -1.6 | 1484 | 0.1%

Compound activity deposited in PubChem BioAssay by several laboratories.

This is a random part of the collection (roughly 1.5% active in at least one column).
